# PTK2B oligo ant = antagonists of human Pyk2 oligomerization; Q14289; Q293 cells, Pyk2 FERM NanoBiT luminescence; stronger effect = lower value; z-score (the deposit names both 25 µM and 10 µM); hit rate 0.83% among 99,000;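 active = Z-score of -3 or lower, scaled per plate to the spread of control and sample wells; inactive = z-score above -3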;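 note: negative z-score means lost luminescence so less FERM oligomerization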
# PostGolgi ctrl = inhibits growth of the yeast control strain. hit rate 5% among 98,000. inhibition, % at 10 µM. efflux-deficient yeast background strain, growth absorbance A615, 16 h
# CYP2C9 inh = blocks human cytochrome P450 2C9; P11712; CYP2C9 Supersomes, luciferin-H conversion, luminescence; inhibition, % at 5 µM; hit rate 20% among 96,000; AID 777;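 active = blocking of liver enzyme CYP2C9 beyond about 50% at 5 µM, limit read from the data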; note: values of inactives mirror those of a sister screen read the other way
# Target sequence (P11712 whole entry, looked up): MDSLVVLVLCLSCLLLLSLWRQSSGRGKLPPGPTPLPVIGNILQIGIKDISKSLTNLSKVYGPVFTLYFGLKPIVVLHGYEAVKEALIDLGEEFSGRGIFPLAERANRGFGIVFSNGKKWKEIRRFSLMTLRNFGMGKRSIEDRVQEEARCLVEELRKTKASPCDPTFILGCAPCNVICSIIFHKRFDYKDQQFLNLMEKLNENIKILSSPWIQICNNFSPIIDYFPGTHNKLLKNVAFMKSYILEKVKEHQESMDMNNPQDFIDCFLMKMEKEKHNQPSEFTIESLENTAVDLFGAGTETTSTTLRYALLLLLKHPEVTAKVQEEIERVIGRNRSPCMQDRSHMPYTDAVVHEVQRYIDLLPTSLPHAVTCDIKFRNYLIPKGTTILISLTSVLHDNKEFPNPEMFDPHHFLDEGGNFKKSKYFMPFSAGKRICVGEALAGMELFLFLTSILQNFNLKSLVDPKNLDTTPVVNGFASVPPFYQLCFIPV
# E coli WT exp = E. coli BW25113 growth inhibition, expanded screen. growth inhibition, % at 100 µM. hit rate 0.15% among 98,000. OD600 absorbance;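 active = growth inhibition above about 50% at one test dose, limit read from the data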;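 note: growth measured after 20 h incubation at 37 °C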
# LYP inh 2 = blocks human PTPN22 phosphatase activity; Q9Y2R2; recombinant LYP catalytic domain, DiFMUP fluorescence; inhibition, % at 2 µM; hit rate 0.21% among 96,000;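 active = inhibition at 2 µM at or above a set limit, the screen mean plus 3 SD, cut at about 24% in these data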;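 note: 0% = DMSO with enzyme and 100% = enzyme fully blocked by orthovanadate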
# CYP2C9 act = increases human cytochrome P450 2C9 activity; hit rate 1.4% among 96,000; P11712; recombinant CYP2C9, luciferin-H conversion, luminescence; stronger effect = higher value; factor 1 = untreated enzyme, 0 = blocked; AID 1024; activation factor at 5 µM;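 active = activation factor of 2 or more for CYP2C9 at a 5 µM dose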;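 note: 0 = sulfaphenazole-blocked wells and 1 = vehicle-only wells; values of inactives mirror those of a sister screen read the other way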
# hDAT+cocaine = changed human dopamine transporter uptake under cocaine IC80; Q01959; LLC-PK1 hDAT cells, [14C]-dopamine uptake with cocaine IC80; actives deviate in either direction; B-score at 10 µM; hit rate 1.3% among 110,000; AID 449768;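 active = Z score or B-score, a plate-position-corrected score, falls beyond the plate's 99.7% confidence bounds, in either direction; inactive = both scores lie inside the 99.7% bounds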;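 note: scored against the spread of the other compound wells on the same plate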
# Target sequence (Q01959 whole entry, looked up): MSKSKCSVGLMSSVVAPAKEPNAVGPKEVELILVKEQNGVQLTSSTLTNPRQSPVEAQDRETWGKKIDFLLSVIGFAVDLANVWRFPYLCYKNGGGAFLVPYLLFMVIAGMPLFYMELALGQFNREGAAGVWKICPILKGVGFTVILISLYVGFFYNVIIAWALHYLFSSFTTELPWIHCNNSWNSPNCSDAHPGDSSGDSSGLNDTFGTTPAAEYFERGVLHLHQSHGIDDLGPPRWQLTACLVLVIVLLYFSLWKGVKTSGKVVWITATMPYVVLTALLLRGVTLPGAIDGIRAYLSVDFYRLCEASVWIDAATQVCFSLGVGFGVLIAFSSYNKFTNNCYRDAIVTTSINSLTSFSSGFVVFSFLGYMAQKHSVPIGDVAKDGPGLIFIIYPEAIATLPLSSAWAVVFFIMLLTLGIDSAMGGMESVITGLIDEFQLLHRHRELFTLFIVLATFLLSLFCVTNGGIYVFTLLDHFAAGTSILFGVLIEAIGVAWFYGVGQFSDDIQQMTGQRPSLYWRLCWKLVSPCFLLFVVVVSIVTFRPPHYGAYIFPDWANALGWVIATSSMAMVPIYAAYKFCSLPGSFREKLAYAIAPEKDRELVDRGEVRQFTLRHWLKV
# LYP act = activators of human LYP (PTPN22) phosphatase; Q9Y2R2; recombinant LYP, DiFMUP fluorescence; 0 = plate median, 100 = signal doubled; activation, % at 2 µM; hit rate 0.11% among 96,000;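 active = activation at 2 µM above a set limit, the mean plus 5 SD, cut at about 37% in these data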
# PostGolgi yeast = growth inhibition of a yeast mutant, post-Golgi transport screen; inhibition, % at 10 µM; hit rate 0.9% among 98,000; post-Golgi transport phenotypic cell assay;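 note: yeast cells grown in 1536-well plates; yeast grown about 18 h at 30C before absorbance read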
# Active calls of the source: *; . = no result given. Cut-off read from the data, not from the text of the source, unless noted: active = inhibition above about 30%; inactive = the rest.
SMILES,PTK2B oligo ant,PostGolgi ctrl,CYP2C9 inh,E coli WT exp,LYP inh 2,CYP2C9 act,hDAT+cocaine,LYP act,PostGolgi yeast
CCCN1C(=O)CC(C(=O)OC)=C1C,-0.44,5,10,0,-4,0.9,0.46,6,-9
CCN(CC)C(=O)CSc1nc2ccccc2c(=O)n1CC1CCCCC1,-1.3,15,44,-1,.,0.6,-0.21,.,-6
Cc1ccc(/C=N\NC(=O)Cn2c(C)nc3ccccc32)o1,1.4,8,10,11,-3,0.9,-0.34,9,5
C=CCn1c(COc2ccc(CC)cc2)nnc1SC/C(O)=C(\C#N)c1nc2ccccc2[nH]1,-0.84,-3,42,-4,2,0.6,-1.5,-3,0
O=C(NC(c1ccccc1)c1ccccc1)C1CCCN(S(=O)(=O)c2cnc[nH]2)C1 (centres undefined),.,9,76*,3,6,0.2,-0.65,-9,-12
CC(=O)Nc1nonc1NC(C)=O,1.1,-2,-15,5,5,1.2,0.037,-6,9
CC1CCN(S(=O)(=O)c2ccc(NC(=S)NC(=O)c3ccc(Cl)cc3)cc2)CC1,0.21,7,-28,-19,-5,1.3,0.16,2,-5
O=C(COc1ccc(Cl)cc1)NCc1nnc(SCC(=O)NCCc2ccccc2)o1,0.02,-4,46,6,2,0.5,-0.02,-5,-1
O=C(Nc1cccc(-c2nc3ncccc3o2)c1)c1cc2ccccc2o1,-2,35*,89*,-11,.,0.1,0.85,.,11
COc1cc(/C=N/Nc2nn3cnnc3c3ccccc23)cc(OC)c1OC,-0.49,-1,26,-5,8,0.7,0.71,-4,-15
COc1cc2c(cc1OC)CN(C(=O)CSc1nc(C)cc(C)c1C#N)CC2,0.28,.,.,.,-2,.,0.21,2,.
O=C(CSc1nnc(-c2cccnc2)o1)OC1CCCCC1,0.41,2,-19,-6,-17,1.2,0.2,13,11
c1csc(CN2CCN(Cc3cccs3)C2c2cccs2)c1,1,9,-9,3,7,1.1,-0.94,-9,6
COc1ccc(C(CC(=O)NCCCN2CCOCC2)NS(=O)(=O)c2ccc(C)cc2)cc1 (centres undefined),1.4,2,-12,-1,-9,1.1,-0.018,8,5
COC(=O)c1ccc2c(=O)n(CCCCCC(=O)NCc3ccccn3)c(=O)[nH]c2c1,-0.6,10,28,1,7,0.7,-0.44,-7,1
Cc1ccc(-c2c(C)n([O-])c3c([n+]2=O)CCC3)o1,-0.25,1,3,3,-8,1,-0.64,7,-1
O=C(c1cc2ccccc2oc1=O)N1CCN(CCc2ccccc2)CC1,-0.49,2,-1,-3,.,1,2,.,6
Cn1c(COc2ccc(Cl)cc2)nc2ccccc2c1=O,-1.3,14,44,3,2,0.6,1.3,0,0
COc1ccc(NC(=S)NNC(=O)c2ccccc2OC(F)F)cc1,0.38,2,54*,-5,-13,0.5,-0.82,11,18
C=CCn1c(SCC(=O)/C(C#N)=C(\C)N)nc2sc(CC)cc2c1=O,-2.8,24,.,-3,9,.,.,-10,1
CCCSc1nnc(-c2c[nH]c3ccccc23)n1CC,.,17,14,-2,.,0.9,0.66,.,-2
COC(=O)c1ccc(NC(=O)C2CC(=O)N(c3cc(C)ccc3C)C2)cc1 (centres undefined),-0.33,8,-20,4,-1,1.2,1.3,0,0
COc1ccc(Cn2nnnc2C(c2ccc(F)cc2)N2CCN(C3CCCC3)CC2)cc1 (centres undefined),0.14,-2,36,-9,-13,0.6,0.063,14,7
O=C1c2cccnc2C(=O)N1Cc1ccc(F)cc1,0.13,-1,3,-4,-7,1,0.46,8,0
CC(/C=C/c1ccccc1)=N\NC(=O)C1CC1(C)c1ccccc1 (centres undefined),-0.7,.,.,.,8,.,1.8,-8,.
COC(=O)c1cnn(C(=O)c2ccccc2Br)c1N,-0.66,8,-3,0,-2,1,-0.0057,4,-11
CSCC[C@H](NC(=O)Nc1ccc(C)cc1)C(=O)O,0.22,-5,19,-7,.,0.8,-0.049,.,1
COC(CNC(=O)c1ccc(Cn2c(=S)[nH]c3cc4c(cc3c2=O)OCO4)cc1)OC,0.74,0,41,5,-3,0.6,-1.6,6,1
CN(C)S(=O)(=O)N1CCC(CCCC2CCN(S(=O)(=O)N(C)C)CC2)CC1,-0.24,-10,-5,0,-9,1.1,-0.99,11,-4
O=C(CCCSc1nc2ccccc2[nH]1)N1CCN(c2ccc([N+](=O)[O-])cc2)CC1,-2,32*,-70,-11,3,1.7,2.2,-1,-4
COc1cccc(C2CC(c3ccc(C)cc3)n3ncnc3N2)c1 (centres undefined),.,4,63*,-4,8,0.4,0.28,-9,9
CCN(CC)C(=O)CSc1nnc(CNc2ccc(F)cc2)o1,0.41,2,-7,0,5,1.1,0.59,-5,2
CC(C)N(Cc1cc2ccccc2[nH]c1=O)C(=O)c1cccnc1,-1.1,2,-9,-4,-10,1.1,0.0018,7,-4
Cc1ccc(C2C(=O)N(C3CCC(C)CC3)CC(=O)N2C2CCCC2)cc1 (centres undefined),-0.45,15,22,-11,5,0.8,-0.18,-5,14
O=C1N(c2ccc(Cl)c(Cl)c2)CN(Cc2ccccc2)CN1n1cnnc1,0.38,-8,-16,17,4,1.2,0.2,-3,12
O=C(Nc1ccc(-c2cn3ccsc3n2)cc1)C1CCCC1,-0.63,8,-23,1,8,1.2,0.068,-9,8
O=C(Oc1oc(-c2ccco2)nc1C=Nc1ccc(Cl)cc1)c1ccco1,-0.61,-2,10,0,8,0.9,.,-4,-4
COc1ccc(C(C)=O)cc1COC(=O)Cn1cnc2ccccc2c1=O,0.94,-2,41,-1,2,0.6,-0.37,-4,-5
COc1ccc2[nH]c(=O)c(CN(CC3CCCO3)C(=O)Nc3ccccc3OC)cc2c1 (centres undefined),-0.81,-1,30,-8,3,0.7,0.92,-6,-15
COc1ccccc1Nc1nc(N)nc(CN2CCN(Cc3ccccc3)CC2)n1,0.29,17,10,0,-4,0.9,1.5,5,-2
CCCCN(CC)CCNC(=O)c1cc2c(=O)n(C)c3ccccc3c2n1C,.,6,-5,0,-2,1,-0.041,-1,0
CCc1nnc(NC(=O)[C@@H](NC(=O)c2cccc(S(=O)(=O)N(CC)CC)c2)C(C)C)s1,-0.88,4,72*,5,3,0.3,0.86,-2,0
CCc1ccc(Cn2nnc(C(=O)Nc3ccc(OC)cc3OC)c2N)cc1,.,7,-238,-1,-13,3.4*,0.052,10,-5
COc1ccc(CCn2c(=N)c(C(=O)NCc3ccco3)cc3c(=O)n4cccc(C)c4nc32)cc1,-0.54,19,14,5,10,0.9,0.31,-12,11
c1ccc(-c2ccc(C3=Nn4c(Cn5nnc6ccccc65)nnc4SC3)cc2)cc1,-2.7,36*,16,-11,9,0.8,0.28,-4,4
C=CCS/C(=N\n1cnc2ccccc2c1=O)N1CCCCC1,-0.03,5,51*,0,0,0.5,-0.029,-1,-8
Cc1cc2c3c(c1)C1(C(=O)N3C(C)(C)CC2C)C(C#N)=C(N)Oc2n[nH]c(C)c21 (centres undefined),-1.3,7,-5,5,7,1.1,1.2,-9,4
COc1ccc(Cn2cnc3c(NS(C)(=O)=O)c(C)c(C)cc32)cc1,0.52,12,29,-4,3,0.7,-0.49,-2,11
CS(=O)(=O)N1Cc2ccccc2CC1C(=O)Nc1ccccc1C(N)=O (centres undefined),0.33,2,9,3,0,0.9,-0.29,-1,-4
Cc1nc2cc(N3CCCCC3)c(NC(=O)c3cccnc3)cc2c(=O)n1Cc1ccccc1,-2.5,7,40,-13,6,0.6,2.2,-7,4

# An excerpt from above in order of length of the SMILES, descending.
SMILES,PTK2B oligo ant,PostGolgi ctrl,CYP2C9 inh,E coli WT exp,LYP inh 2,CYP2C9 act,hDAT+cocaine,LYP act,PostGolgi yeast
COc1ccc(Cn2cnc3c(NS(C)(=O)=O)c(C)c(C)cc32)cc1,0.52,12,29,-4,3,0.7,-0.49,-2,11
CS(=O)(=O)N1Cc2ccccc2CC1C(=O)Nc1ccccc1C(N)=O (centres undefined),0.33,2,9,3,0,0.9,-0.29,-1,-4
COc1ccc(NC(=S)NNC(=O)c2ccccc2OC(F)F)cc1,0.38,2,54*,-5,-13,0.5,-0.82,11,18
Cc1ccc(/C=N\NC(=O)Cn2c(C)nc3ccccc32)o1,1.4,8,10,11,-3,0.9,-0.34,9,5

# (cont.)
SMILES,PTK2B oligo ant,PostGolgi ctrl,CYP2C9 inh,E coli WT exp,LYP inh 2,CYP2C9 act,hDAT+cocaine,LYP act,PostGolgi yeast
COc1ccc(C(=O)N2CCN(C(=O)c3ccco3)CC2)cc1OC,1.5,-2,-15,-7,-5,1.2,-0.86,1,11
Cn1c(=O)c2ccccc2n(Cc2ccccc2F)c1=O,-0.42,.,24,.,-21,0.8,0.39,24,.
Cc1cc2c(n1-c1ccc(Cl)cc1)CC(C)(C)CC2=O,0.47,36*,5,3,2,1,-0.19,0,4
C=CCNC(=O)C(C#N)c1nc2ccccc2nc1N1CCCCCC1 (centres undefined),0.64,2,13,-6,-10,0.9,-0.47,7,9
CCN(CC)C(=O)CSC1=C(C#N)C(c2cccs2)C=C(C)N1 (centres undefined),-2.5,19,14,-5,-8,0.9,0.32,5,-8
Cc1ccccc1-c1nc(CN2CCC(C(=O)NCc3cccs3)CC2)c(C)o1,-0.96,8,42,1,-1,0.6,-0.95,-1,-8
O=S(=O)(CCn1cccc1)CCn1cccc1,0.33,1,.,-10,2,.,-0.73,-5,-6
O=C(Nc1ccc(S(=O)(=O)NCCc2ccccc2)cc1)c1ccc(Br)o1,0.23,11,4,-3,-6,1,0.42,5,16
COc1ccc(C2C(C(N)=O)=C(C)Nc3ncnn32)cc1 (centres undefined),0.03,12,-15,-7,-3,1.1,0.45,3,-1
CCCC1CCc2c(c3ccccc3[nH]c2=O)O1 (centres undefined),0.3,23,25,-8,9,0.8,-0.0079,-10,8
CCOC(=O)c1oc2cccc(OC(C)=O)c2c1C,-1.3,5,-23,-6,-14,1.2,0.19,10,-4
CC(=O)N(C)c1ccc(NC(=O)C(F)(F)F)cc1,2,.,.,.,-6,.,-0.36,4,.
Cc1ccc(NC(=O)CN(c2ccccc2)S(=O)(=O)N(C)C)cc1C,-0.11,.,.,.,-3,.,0.51,3,.
COCCCN1C(=O)C(=O)/C(=C(/O)c2ccc(OCC(C)C)cc2)C1c1cccnc1 (centres undefined),0.89,13,-14,1,4,1.1,-0.26,-4,-2
CCOC(=O)N1CCN(c2c(NCCN3CCCCC3CC)c(=O)c2=O)CC1 (centres undefined),.,5,1,0,5,1,-0.95,-6,-8
CC1CCCN(S(=O)(=O)c2ccc(NC(=O)CCN3C(=O)c4ccccc4C3=O)cc2)C1 (centres undefined),-1.1,18,45,-7,11,0.5,0.077,-8,42*
Brc1ccc(CN2CCN(c3ccccn3)CC2)s1,-0.07,3,90*,10,5,0.1,-0.53,-2,-7
CCOc1ccc(N(CC(=O)NC2CCCC2)C(=O)CCC(=O)Nc2ccccn2)cc1,-0.69,6,11,-7,-10,0.9,0.39,8,9
Cc1nc2c3ccccc3n(CC(=O)c3ccc(F)cc3)c(=O)n2n1,.,-8,-2,-6,.,1,0.061,.,-1
CCOc1ccc(-c2cc(C(=O)N3CCN(c4ccccn4)CC3)c3ccccc3n2)cc1,-1.7,9,21,-8,6,0.8,0.012,-8,-3
O=C(c1ccccc1F)N1CCN(S(=O)(=O)c2ccc3c(c2)OCCO3)CC1,.,5,49,4,-3,0.5,0.12,0,1
O=C(Nc1ccccc1)O/N=C/c1ccccc1Cl,-0.49,-3,28,2,-8,0.7,0.21,8,-10
Cc1c(Cl)cccc1NC(=O)COc1ccc(S(=O)(=O)N2CCOCC2)cc1,0.48,3,39,-9,-6,0.6,1.1,8,8
O=C(COc1ccccc1)NC(=S)Nc1ccc2c3c(cccc13)CC2,1.2,0,-35,-18,1,1.3,0.012,1,9
C/C(=N/NC(=O)Cc1cccn1C)c1ccccc1,-0.02,-13,0,8,-3,1,-0.17,0,9
CC(=O)NC1C(=O)N(CCc2ccccc2)c2ccccc21 (centres undefined),-1.1,12,-8,8,2,1.1,.,-2,-8

# High-throughput results: PubChem BioAssay, several laboratories
